NR2F2 inh = inhibitors of human COUP-TFII (NR2F2). P24468. HEK293T NGFI-A luciferase reporter, luminescence. inhibition, % at 8.6 µM. 370,000 compounds, 0.7% hits;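 active = inhibition above a per-plate cutoff, mean inhibition of test wells between control levels plus 3 SD, cut at about 38% in these data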;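 also: cells cotransfected with COUP-TFII expression vector driving the NGFI-A reporter; 0% = median of COUP-TF2 test wells and 100% = reporter-only cells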
LRH-1 inv ag = inverse agonists of human LRH-1 (NR5A2); HEK293T StAR-luciferase reporter, LRH-1 transfected, 24 h; 360,000 compounds, 0.13% hits; inhibition, % at 3.6 µM;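 active = inhibition above the mean inhibition of all tested compounds plus 3 SD, cut at about 73% in these data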;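 also: 0% = DMSO wells and 100% = reporter-only cells lacking LRH-1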
MC4R barr agon = activates human MC4R beta-arrestin recruitment | U2OS MC4R beta-arrestin complementation, luminescence; percent of melanotan II response, DMSO zero | activation, % at 8.9 µM | P32245 | 360,000 compounds, 0.98% hits;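 active = activation above a per-plate cutoff, the mean activation of sample wells on that plate plus 3 SD, cut at about 8% in these data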
NCOA1 inh = human NCOA1 inhibition | 360,000 compounds, 0.12% hits | HEK293 GAL4-SRC1 luciferase reporter, luminescence | inhibition, % at 3.6 µM | AID 588354;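 active = inhibition above the campaign mean plus 3 SD, with each screening campaign given its own cutoff, cut at about 60% in these data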;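 also: 0% = DMSO treated cells and 100% = gossypol at 36 µM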
MC4R antag cAMP = human MC4R antagonism in cAMP assay. P32245. MC4R-expressing cells, MTII-stimulated cAMP, LANCE TR-FRET. inhibition, % at 6.5 µM. 360,000 compounds, 0.48% hits;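 active = inhibition above its plate's cutoff, the mean of tested wells on that plate plus 3 SD, cut at about 29% in these data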;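 also: 0% = Melanotan II alone and 100% = Melanotan II plus saturating MCL0020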
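Assay system: human MC4R-expressing U2OS cells; reagent: Melanotan II stimulation of cells; dosing: 6.5 µM single dose; timing: compound 30 min, challenge 1 h, detection 1 h; signal: TR-FRET cAMP assay; replicates: one well per compound, no replicates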
NCOA3 inh = human NCOA3 inhibition; 360,000 compounds, 0.17% hits; inhibition, % at 3.6 µM; AID 588352; Q9Y6Q9; HEK293 GAL4-SRC3 luciferase reporter, luminescence;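 active = inhibition above a per-campaign cutoff, the mean of all compounds plus 3 SD, cut at about 60% in these data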;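 also: 0% = DMSO-treated cells and 100% = gossypol-treated cells at 36 µM; higher means less SRC3-driven luciferase light from the GAL4 reporter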
Target sequence (Q9Y6Q9 whole entry, looked up, the tested form may be a part): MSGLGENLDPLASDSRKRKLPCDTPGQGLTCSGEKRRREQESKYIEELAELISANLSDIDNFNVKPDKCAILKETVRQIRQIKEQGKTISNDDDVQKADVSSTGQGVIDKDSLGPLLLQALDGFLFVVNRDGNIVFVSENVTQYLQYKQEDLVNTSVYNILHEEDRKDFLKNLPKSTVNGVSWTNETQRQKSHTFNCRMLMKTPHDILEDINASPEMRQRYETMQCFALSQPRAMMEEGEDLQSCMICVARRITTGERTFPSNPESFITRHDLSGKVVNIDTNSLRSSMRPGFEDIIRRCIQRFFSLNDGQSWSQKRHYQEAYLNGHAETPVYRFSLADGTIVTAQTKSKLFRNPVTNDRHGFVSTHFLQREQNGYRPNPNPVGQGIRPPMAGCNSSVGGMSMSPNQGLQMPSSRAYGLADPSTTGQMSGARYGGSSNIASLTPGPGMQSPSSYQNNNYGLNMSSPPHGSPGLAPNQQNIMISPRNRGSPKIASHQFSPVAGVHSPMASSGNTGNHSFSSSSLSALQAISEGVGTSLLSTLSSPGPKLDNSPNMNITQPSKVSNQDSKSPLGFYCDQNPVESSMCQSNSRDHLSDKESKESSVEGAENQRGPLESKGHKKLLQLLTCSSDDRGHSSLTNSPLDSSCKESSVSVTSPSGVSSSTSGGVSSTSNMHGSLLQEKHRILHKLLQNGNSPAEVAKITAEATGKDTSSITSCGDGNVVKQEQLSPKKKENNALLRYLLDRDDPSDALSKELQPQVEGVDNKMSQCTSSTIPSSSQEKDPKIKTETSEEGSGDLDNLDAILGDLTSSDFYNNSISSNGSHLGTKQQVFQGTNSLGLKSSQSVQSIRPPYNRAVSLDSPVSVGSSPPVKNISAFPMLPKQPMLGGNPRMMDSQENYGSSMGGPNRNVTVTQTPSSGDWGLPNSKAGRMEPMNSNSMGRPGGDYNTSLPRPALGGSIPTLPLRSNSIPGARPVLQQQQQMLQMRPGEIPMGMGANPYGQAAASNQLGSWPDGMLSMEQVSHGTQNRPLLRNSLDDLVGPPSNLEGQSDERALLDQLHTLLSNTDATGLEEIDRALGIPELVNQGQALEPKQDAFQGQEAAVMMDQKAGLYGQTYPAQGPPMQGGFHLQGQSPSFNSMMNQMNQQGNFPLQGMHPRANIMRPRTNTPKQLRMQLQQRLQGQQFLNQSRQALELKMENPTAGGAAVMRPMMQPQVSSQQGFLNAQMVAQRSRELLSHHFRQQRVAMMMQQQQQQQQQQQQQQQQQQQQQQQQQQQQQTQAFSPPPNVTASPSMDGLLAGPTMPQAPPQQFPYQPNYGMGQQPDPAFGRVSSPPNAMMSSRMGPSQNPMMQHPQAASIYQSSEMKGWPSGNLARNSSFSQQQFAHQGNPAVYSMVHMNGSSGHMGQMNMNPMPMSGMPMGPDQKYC
NOD2-RIPK2 inh = NOD2-RIPK2 protein interaction inhibition. O43353. CHO BLA complementation NOD2-RIPK2, CCF4 ratio. inhibition, % at 4.98 µM. 360,000 compounds, 0.38% hits; in the data active = inhibition above about 21%;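 also: 0% = vehicle only and 100% = reference blocker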
SRC2 inh = inhibits human steroid receptor coactivator 2; inhibition, % at 9 µM; HEK293 GAL4-SRC2 luciferase reporter, luminescence; 370,000 compounds, 0.17% hits;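 active = inhibition above the mean inhibition of all tested compounds plus 3 SD, set per campaign, cut at about 52% in these data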;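 also: 0% = DMSO treated cells and 100% = cells given Gossypol at 36 µM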
TLR9-MyD88 inh = inhibitors of human TLR9-MyD88 binding. Q9NR96+Q99836. CHO BLA complementation TLR9-MyD88, CCF4 FRET ratio. inhibition, % at 4.98 µM. 340,000 compounds, 0.21% hits. AID 504734;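 active = inhibition above the mean over all tested compounds plus 3 SD, cut at about 21% in these data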;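 also: 0% = DMSO only wells and 100% = clavulanate BLA inhibitor control wells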
EBV LMP1 NFkB = reduces LMP1-driven NF-kappaB luciferase signal; LMP1-induced NF-kappaB luciferase reporter cells, luminescence; inhibition, % at 12.5 µM; 350,000 compounds, 0.69% hits; AID 504558; in the data active = inhibition above about 41%;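 also: 0% = neutral control wells and 100% = reference inhibitor control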
ABHD5 PLIN5 PPI = blocks binding of human ABHD5 to perilipin-5; Q00G26+Q8WTS1; Split G. princeps luciferase complementation, luminescence, 4 h; inhibition, % at 4 µM; 360,000 compounds, 0.78% hits; AID 602281;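 active = inhibition above the mean inhibition across every tested compound plus 3 SD, cut at about 22% in these data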;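 also: 0% = DMSO only wells and the 100% control is not disclosed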
Numbers without * were called inactive; / = no result given; & = joins results of further samples.

1) CCOC(=O)CN1C(=O)C(O)(CC(=O)c2cccc(OC)c2)c2ccccc21 (configuration not stated)
2) COc1ccc2c(c1)CCCC(Br)C2=O (configuration not stated)
3) COc1ccc(/C=N/Nc2nc(-c3ccc(C)cc3)c(NC(C)=O)s2)cc1
4) Fc1ccc(-c2nc3ccccc3[nH]2)cc1
5) COc1ccc(C2=NOC(C(=O)Nc3c(C)n(C)n(-c4ccccc4)c3=O)C2)cc1OC (configuration not stated)
6) CC(C)COc1nc2ccccc2nc1C(C#N)C(=O)NC1CCCCC1 (configuration not stated)
7) CCCNC(=O)C1(C)CCN(Cc2ccc(OCc3ccccc3)cc2)C1 (configuration not stated)
8) CC(NC1CCCC1)C(=O)Nc1ccccc1-c1ccccc1 (configuration not stated)
9) O=[N+]([O-])c1ccc(COP(=O)(O)OCc2ccc([N+](=O)[O-])cc2)cc1
10) N=C1/C(=C\c2ccc(SCc3ccco3)o2)C(=O)N=C2SC=NN12

entry no.,1,2,3,4,5,6,7,8,9,10
NR2F2 inh,10,11,-22,-60,11,1,6,0,-11&11,10
LRH-1 inv ag,16,21,-16,-105,-14,-2,25,-8,16&-4,-13
MC4R barr agon,-1.8,-0.4,0.1,-0.6,-0.8,2.2,0.4,-0.7,-1.2,-2.3
NCOA1 inh,-3,-1,-8,-80,2,-14,-16,2,-1&-8,-17
MC4R antag cAMP,14,-16,6,0,-1,13,14,2,4,9
NCOA3 inh,-4,-24,1,-66,7,13,-27,13,13&6,4
NOD2-RIPK2 inh,2,-14,-7,-5,-12,5,-6,-8,-2&-12,-1
SRC2 inh,20,9,-24,-37,-32,15,4,-16,-13&-23,-32
TLR9-MyD88 inh,9,6,0,-2,0,-13,/,-9,/,0
EBV LMP1 NFkB,4,4,-12,5,-2,-11,/,1,/,-1
ABHD5 PLIN5 PPI,-1,-3,-1,2,-5,3,1,-1,5&8,1

Five entries drawn at random from those above, as already listed:
5) COc1ccc(C2=NOC(C(=O)Nc3c(C)n(C)n(-c4ccccc4)c3=O)C2)cc1OC (configuration not stated)
7) CCCNC(=O)C1(C)CCN(Cc2ccc(OCc3ccccc3)cc2)C1 (configuration not stated)
2) COc1ccc2c(c1)CCCC(Br)C2=O (configuration not stated)
4) Fc1ccc(-c2nc3ccccc3[nH]2)cc1
8) CC(NC1CCCC1)C(=O)Nc1ccccc1-c1ccccc1 (configuration not stated)

entry no.,5,7,2,4,8
NR2F2 inh,11,6,11,-60,0
LRH-1 inv ag,-14,25,21,-105,-8
MC4R barr agon,-0.8,0.4,-0.4,-0.6,-0.7
NCOA1 inh,2,-16,-1,-80,2
MC4R antag cAMP,-1,14,-16,0,2
NCOA3 inh,7,-27,-24,-66,13
NOD2-RIPK2 inh,-12,-6,-14,-5,-8
SRC2 inh,-32,4,9,-37,-16
TLR9-MyD88 inh,0,/,6,-2,-9
EBV LMP1 NFkB,-2,/,4,5,1
ABHD5 PLIN5 PPI,-5,1,-3,2,-1

Remaining list, next part
11) CCC(C)NC(=O)c1cc2c(=O)[nH]c3ccc(C)cc3c2s1 (configuration not stated)
12) COc1ccc(-n2cnc3cc(NS(=O)(=O)c4ccc(C)cc4)ccc32)cc1
13) Cn1ccc(-c2ccccc2)n1
14) O=C(N/N=C/c1c[nH]c2ccccc12)c1cc(-c2ccc(-c3ccccc3)cc2)n[nH]1
15) COc1cc(C(=O)Nc2nnc(CC(C)(C)C)s2)c([N+](=O)[O-])cc1OC
16) O=C1/C(=C\c2cc([N+](=O)[O-])ccc2O)SC(=S)N1Cc1ccc(Cl)cc1
17) CN(C)c1nc(N(C)C)nc(N(C#N)Cc2ccc(Cl)cc2)n1
18) CCOc1ncccc1C(=O)Nc1ccc2c(C)cc(=O)oc2c1
19) O=C(NCc1ccco1)c1cc2nc(-c3ccc4c(c3)OCO4)cc(C(F)(F)F)n2n1
20) C=CCn1c(SCC(=O)N2c3ccccc3Sc3ccccc32)nnc1-c1ccco1

entry no.,11,12,13,14,15,16,17,18,19,20
NR2F2 inh,7,/,-9,-32,2,-4,-22,7,1,-9
LRH-1 inv ag,11,16,-14,-99,-16,-5,3,9,-4,31
MC4R barr agon,0.9,-1.7,0.0,2.2,-1.0,-3.3,-1.5,0.1,-1.5,-2.2
NCOA1 inh,2,-6,2,-100,11,6,-8,-20,-20,-17
MC4R antag cAMP,2,1,0,9,4,4,6,0,-23,-1
NCOA3 inh,-19,4,-1,-44,19,13,-2,3,-10,13
NOD2-RIPK2 inh,1,7,6,0,-6,13,-2,-4,7,-3
SRC2 inh,-26,/,-8,-55,7,-13,18,-33,2,10
TLR9-MyD88 inh,7,0,4,-3,-3,24*,-10,-10,3,4
EBV LMP1 NFkB,-10,2,-6,3,8,-3,4,1,1,-3
ABHD5 PLIN5 PPI,3,-3,2,-2,6,-7,1,-1,19,5

21) S=C(NCCc1ccccn1)Nc1ccc(Cl)c(Cl)c1
22) COc1ccc(Cl)cc1/C=C(\C#N)C(N)=O
23) CCCCc1ccc(-c2nn[nH]n2)nc1
24) O=C(CSc1ncnc2ccccc12)Nc1ccc2c(c1)OCO2
25) Cn1c2c(sc1=O)CCC2
26) COc1ccc(Nc2nc(Nc3ccc(OC)cc3)nc(-n3[nH]c(=O)c(C)c3C)n2)cc1
27) Fc1ccccc1N1CCN(c2nnnn2-c2ccccc2)CC1
28) O=C(Cc1ccc(Cl)cc1)NCc1nc(-c2ccccc2)no1
29) CCC(=O)NNc1nc2c(F)cccc2s1
30) O=C(Nc1ccncc1)Nc1cccc(Cl)c1

entry no.,21,22,23,24,25,26,27,28,29,30
NR2F2 inh,-1,-4,-13,1,9,-13,-3,/,6,-17
LRH-1 inv ag,-13,-3,7,25,-8,34,-13,-6,15,-6
MC4R barr agon,-1.4,-1.3,-1.1,-2.2,1.7,-2.6,3.6,1.2,-2.4,-0.9
NCOA1 inh,-1,-22,0,-18,-3,14,7,-9,6,-60
MC4R antag cAMP,-2,10,2,0,1,18,-1,-1,6,0
NCOA3 inh,15,1,-5,-10,-16,16,5,-19,14,-39
NOD2-RIPK2 inh,-8,-1,5,-14,-9,4,0,-12,1,3
SRC2 inh,18,15,-19,0,-13,11,2,/,-20,-9
TLR9-MyD88 inh,2,-2,4,-15,-5,0,1,-4,8,-4
EBV LMP1 NFkB,-2,-3,-13,2,-6,27,-5,-8,-7,-6
ABHD5 PLIN5 PPI,5,12,1,-3,-3,4,15,7,-3,-4

31) COc1ccc(C2CC(c3cccs3)Nc3nnnn32)cc1 (configuration not stated)
32) O=CNc1cc(-c2cccc(F)c2)cn2c(-c3ccc(F)cc3)cnc12
33) Cc1nc(Nc2cccc(O)c2)c2oc3ccccc3c2n1
34) COC(=O)CSc1nnc(CNC(=O)c2ccc(S(=O)(=O)N(C)C)cc2)n1C
35) NC(=O)c1ccc(NC(=O)COC(=O)CC(NC(=O)c2ccccc2Cl)c2ccccc2)cc1 (configuration not stated)
36) Cc1cccc(NS(=O)(=O)c2ccc3c(c2)NC(=O)CO3)c1C
37) CC(C)C(N)c1csc(NC(=O)Nc2ccc(OC(F)(F)F)cc2)n1 (configuration not stated)
38) CN(C)S(=O)(=O)c1ccc(NC(=O)COC(=O)c2ccccn2)cc1
39) CC1CCCCN1CC(O)COc1ccc(OCC(O)CN2CCCCC2C)cc1 (configuration not stated)
40) CCc1cc2cc(C)ccc2nc1SCC(=O)N1CC(=O)Nc2ccccc21

entry no.,31,32,33,34,35,36,37,38,39,40
NR2F2 inh,-16,18,0,-24,1,18,13,3,0,-5
LRH-1 inv ag,13,-7,-1,-7,9,-1,12,-2,-4,-10
MC4R barr agon,0.8,12*,-0.5,-2.0,-1.1,0.7,0.5,0.2,-1.5,0.3
NCOA1 inh,-2,10,-24,-3,-8,11,-12,-54,-5,-43
MC4R antag cAMP,16,17,-11,5,11,3,-10,3,4,-1
NCOA3 inh,-1,-28,-11,-1,5,-2,7,6,4,-2
NOD2-RIPK2 inh,-3,-8,-9,6,-11,-3,-2,7,-1,0
SRC2 inh,2,-13,-22,-8,-42,-21,30,-21,16,-25
TLR9-MyD88 inh,-2,/,-1,-4,-3,4,/,2,2,-3
EBV LMP1 NFkB,0,/,-3,9,9,-2,/,-6,-7,-6
ABHD5 PLIN5 PPI,-1,6,4,7,3,-10,-5,3,-6,-11

41) COc1ccc(-c2c([C@H]3[C@@H]4C=CCC[C@@]4(C)C(=O)N3Cc3ccccc3)ccc3ccccc23)cc1OC
42) Clc1cccc(Cl)c1-c1nnc2ccc(N3CCOCC3)nn12
43) Cc1ccc(NC(=O)/C(=C\c2cccs2)NC(=O)c2ccccc2)cc1
44) CSCC[C@H](NC(=O)C1=NN(c2c(F)c(F)cc(F)c2F)C(=O)CC1)c1nc2ccccc2[nH]1
45) O=C(c1ccc(N2CCOCC2)c([N+](=O)[O-])c1)N1CCN(c2ccccc2F)CC1
46) CC1=C(C(=O)OCc2ccccc2)C(c2ccoc2)C(C#N)=C(N)O1 (configuration not stated)

entry no.,41,42,43,44,45,46
NR2F2 inh,16,-9,-12,-3,-2,1
LRH-1 inv ag,17,25,14,-15,-4,-1
MC4R barr agon,-1.1,2.8,-1.1,-1.1,0.1,-0.9
NCOA1 inh,-2,-1,-2,16,12,-4
MC4R antag cAMP,-39,-9,-4,7,1,3
NCOA3 inh,0,4,25,10,19,-16
NOD2-RIPK2 inh,7,-2,2,-5,2,-4
SRC2 inh,7,7,0,-14,-7,7
TLR9-MyD88 inh,3,-6,4,-9,-17,-6
EBV LMP1 NFkB,7,11,-5,0,0,-5
ABHD5 PLIN5 PPI,0,-8,-5,-4,-4,8

Source: PubChem (several laboratories)

An excerpt; rates above refer to the full screens.
